PG9 binder: binds the HIV-1 gp120 antibody PG9. hit rate 0.43% among 360,000. inhibition, % at 6.7 µM. TR-FRET gp120-PG9 antibody binding; in the data active = inhibition above about 8.5%
NR1D1 modulator: modulates human Rev-erb alpha binding to DNA | P20393 | Rev-erbα–FITC-DNA binding, fluorescence polarization, 90 min | activity, % at 10 µM | hit rate 0.79% among 370,000 | AID 1259318;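 active = activity above about 14%, limit read from the data; passing the limit was not always enough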;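 note: 0% = DMSO wells with 35 nM protein and 100% = DMSO wells with 750 nM protein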
sPLA2-III inh: Blocks human group III sPLA2 activity. Q9NZ20. QFRET BODIPY PC-A2 liposome hydrolysis, fluorescence. inhibition, % at 12.2 µM. hit rate 0.56% among 370,000;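 active = inhibition above mean plus 3 SD of compounds lying within the high and low control bounds, cut at about 19% in these data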;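 note: 0% = median of test compound wells and 100% = no enzyme DMSO wells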
Target sequence (Q9NZ20 whole entry, looked up): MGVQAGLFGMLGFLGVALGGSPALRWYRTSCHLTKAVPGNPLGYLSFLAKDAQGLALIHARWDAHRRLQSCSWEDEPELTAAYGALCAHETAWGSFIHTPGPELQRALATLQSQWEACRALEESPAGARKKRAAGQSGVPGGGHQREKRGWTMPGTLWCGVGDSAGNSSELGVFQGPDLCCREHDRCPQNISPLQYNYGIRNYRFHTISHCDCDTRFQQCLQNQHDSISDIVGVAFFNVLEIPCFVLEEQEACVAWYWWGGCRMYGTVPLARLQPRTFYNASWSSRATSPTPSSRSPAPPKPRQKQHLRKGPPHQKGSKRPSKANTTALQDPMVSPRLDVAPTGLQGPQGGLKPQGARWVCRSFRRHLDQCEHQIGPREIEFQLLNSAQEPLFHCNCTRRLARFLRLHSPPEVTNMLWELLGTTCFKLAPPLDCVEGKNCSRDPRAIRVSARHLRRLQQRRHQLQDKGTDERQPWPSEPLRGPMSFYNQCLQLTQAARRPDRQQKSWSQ
hgDAF12 agonist: activates the H. glycines DAF-12 receptor ligand-binding domain | HEK293 GAL4-hgDAF12 UAS-luciferase reporter, agonist luminescence; normalized to butyrate control | activation, % at 6.8 µM | hit rate 1.8% among 370,000 | AID 687014;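 active = activation above a cutoff set at the mean of all screened compounds plus 3 SD, cut at about 10% in these data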;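 note: 0% = DMSO wells and 100% = sodium butyrate wells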
DAX1 inh-1: inhibitors of human orphan nuclear receptor DAX1 (NR0B1) | AID 504766 | HEK293 Gal4-DAX1 luciferase reporter, luminescence | P51843 | hit rate 0.99% among 340,000 | inhibition, % at 6.75 µM;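 active = inhibition above the mean over all tested compounds plus 3 SD, cut at about 4.2% in these data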;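 note: 0% = DAX1-transfected cells with DMSO and 100% = empty-vector control cells with DMSO; inhibition shows as a rise in luminescence from relieved DAX1 repression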
Target sequence (P51843 207-470 limits assumed): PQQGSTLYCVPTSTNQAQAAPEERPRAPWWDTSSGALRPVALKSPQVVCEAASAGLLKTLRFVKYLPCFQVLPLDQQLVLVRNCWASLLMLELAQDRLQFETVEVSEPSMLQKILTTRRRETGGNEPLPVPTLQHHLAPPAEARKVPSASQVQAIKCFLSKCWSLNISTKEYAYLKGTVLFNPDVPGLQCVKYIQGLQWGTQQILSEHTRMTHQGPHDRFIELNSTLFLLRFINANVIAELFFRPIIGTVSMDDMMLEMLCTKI
ssDAF12 agonist: activators of S. stercoralis DAF-12 nuclear receptor; HEK293 ssDAF-12/GRIP1 lit1-tk-luc reporter, luminescence; % of 3 µM dafachronic acid response; activation, % at 6.8 µM; hit rate 1% among 370,000;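 active = activation above the mean over all tested compounds plus 3 SD, cut at about 0.9% in these data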;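 note: 0% = DMSO-only wells and 100% = 3 µM delta7-dafachronic acid wells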
SMARCA2 act: SMARCA2 function activation, primary screen; MG213 cells, MMTV-luciferase reporter, dexamethasone, overnight; activation, % at 9.1 µM; hit rate 1% among 370,000; AID 652017; in the data active = activation above about 7.8%;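 note: 0% = vehicle wells and 100% = reference activator wells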
FXN GAA850 act: activators of GAA850 frataxin (FXN) promoter. HEK293 lucGAA850 FXN promoter luciferase reporter, 24 h; percent of 10 µM SAHA response. activation, % at 6 µM. hit rate 0.56% among 360,000. AID 540364;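 active = activation above the average of all compounds screened plus 3 SD, cutoff fixed separately per campaign, cut at about 7.5% in these data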;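 note: 0% = DMSO wells and 100% = 10 µM SAHA wells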
DAX1 inh-2: blocks DAX1 repression of SF-1 activated StAR promoter; HEK293T StAR-luciferase reporter, SF-1/DAX-1 repression relief; inhibition, % at 6.8 µM; hit rate 1.1% among 370,000; AID 652010;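 active = inhibition above the mean over all tested compounds plus 3 SD, cut at about 3.6% in these data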;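 note: 0% = DAX-1 cells with DMSO and 100% = cells lacking DAX-1 with DMSO; higher inhibition means more luminescence from relief of DAX-1 repression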
PLCb3 inh: PLC-beta3 (human) inhibition, primary screen | Q01970 | Purified PLC-beta3, fluorogenic substrate, fluorescence | inhibition, % at 12.2 µM | hit rate 0.18% among 370,000 | AID 720704; in the data active = inhibition above about 11%;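 note: 0% = median of compound wells on plate and 100% = full blocker control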
hcDAF12 agonist: activates DAF-12 receptor from parasite H. contortus | HEK293 hcDAF-12 lit1-tk-luc reporter, luminescence; 0% DMSO, 100% Δ7-dafachronic acid | activation, % at 6.8 µM | hit rate 1.4% among 370,000 | AID 652067;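 active = activation above the mean of all tested compounds plus 3 SD, cut at about 5.5% in these data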;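 note: 100% = response to 3 µM Δ7-dafachronic acid high control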
Starred values were filed as active, the others as inactive; . = not tested or not shown.

cpd	Compound	PG9 binder	NR1D1 modulator	sPLA2-III inh	hgDAF12 agonist	DAX1 inh-1	ssDAF12 agonist
1	CCN(CC)S(=O)(=O)c1cc(NC(=O)c2ccc3c(c2)NC(=O)C(C)S3)ccc1C (configuration not stated)	-3.7	-3	-45	-7.2	-2.9	-2.3
2	CC(=O)C1=C(O)C(=O)N(c2ccc(O)cc2)C1c1ccccc1F (configuration not stated)	-0.4	1	1	2.4	-0.4	-1.1
3	CCCOc1cccc(/C=N/NC(=O)c2csc(C)c2C)c1	2.2	3	9	1.4	1.6	-0.7
4	COc1ccc(-n2cnc3cc(C(=O)NCCN4CCOCC4)ccc32)cc1	-1.2	3	-3	-1.1	-0.3	-1.6
5	CCCCn1c(N)c(N(CC)C(=O)c2cccc(OCc3ccccc3)c2)c(=O)[nH]c1=O	2.0	3	11	0.7	-0.6	-1.3
6	CS(=O)(=O)Nc1ccccc1C(=O)NCc1ccco1	0.5	0	-7	0.2	0.3	-1.4
7	CC1C(=O)N(Cc2cn(CCC3OCCCO3)nn2)CCS(=O)(=O)N1Cc1ccc(-c2cccc(N(C)C)c2)cc1 (configuration not stated)	-0.1	-2	2	-0.2	0.4	0.1
8	CCCC(C)C(=O)NCc1ccncc1 (configuration not stated)	1.4	3	5	-2.5	-0.2	-1.1
9	CC(C)(C)C(=O)Cn1ncc(N2CCOCC2)c(Br)c1=O	-3.3	2	11	5.8	-1.9	-1.3
10	Cc1nc(NCC(c2ccccc2)N(C)C)c2c(C)c(C)sc2n1 (configuration not stated)	0.9	3	1	-2.1	-0.2	-1.5
11	CCN1C(=O)[C@H]2[C@@H](c3ccc(OC)cc3)N[C@]3(CCCN(Cc4ccc(C(F)(F)F)cc4)C3=O)[C@H]2C1=O	-0.7	-2	-4	1.9	-0.1	-1.2
12	CCOc1ccc(C(=O)NC(C(=O)NCc2cccnc2)C(C)C)cc1 (configuration not stated)	-2.3	-1	5	-1.4	-0.9	-0.7
13	COc1ccc(S(=O)(=O)N2CCCC(C(=O)O)C2)cc1Cl (configuration not stated)	0.8	-8	4	-0.9	0.2	-0.7
14	Cc1ccc(CNCCCSc2ncccn2)cc1	-1.6	1	-1	0.0	0.5	-0.8
15	O=C(Nc1ccc(F)cc1)c1sccc1SCc1cccc(C(F)(F)F)c1	2.8	8	-11	2.5	0.9	-1.4

cpd	SMARCA2 act	FXN GAA850 act	DAX1 inh-2	PLCb3 inh	hcDAF12 agonist
1	-5	-1.9	-7.0	-12	-4.9
2	-3	2.1	0.5	-83	0.8
3	13*	-0.2	0.1	5	-0.8
4	5	2.7	-0.5	1	-0.9
5	-4	0.0	-2.3	-8	0.4
6	-1	0.0	0.5	-39	-1.2
7	-1	-0.4	-0.3	-6	-0.5
8	4	4.4	-0.5	0	-1.0
9	-1	2.2	1.3	-3	2.1
10	-3	-1.5	-0.5	-4	-2.2
11	-3	-0.2	0.3	2	-0.5
12	2	-1.1	0.1	-1	-0.9
13	0	0.5	0.5	0	-1.7
14	1	-0.3	0.3	-4	-2.0
15	-1	0.3	-0.4	-5	2.3

The results go on:
cpd	Compound	PG9 binder	NR1D1 modulator	sPLA2-III inh	hgDAF12 agonist	DAX1 inh-1	ssDAF12 agonist
16	O=c1[nH]c(CN2CCN(S(=O)(=O)c3cccs3)CC2)nc2c(Br)cc(Br)cc12	0.9	13	-6	0.0	-0.6	-1.6
17	CC(C)C[C@H]1CNC(=O)C(=O)N1C[C@H](Cc1ccc(O)cc1)NC(=O)CC12CC3CC(CC(C3)C1)C2	0.2	-4	-6	-3.8	.	-0.3
18	CCn1cc(C(=O)N[C@H](C(=O)NCCCn2ccnc2)C(C)C)c(=O)c2cc3c(cc21)OCO3	-0.4	-7	1	-0.7	0.1	-1.2
19	COc1cc(CC(=O)OCC(=O)Nc2sccc2C(N)=O)cc(OC)c1OC	0.8	0	3	-4.7	-4.5	-2.5
20	CC(C)(C)NC(=O)NC(=O)COC(=O)COc1ccc2c(c1)CCC2	-0.9	2	2	2.4	1.1	-0.5
21	COc1ccc2c(c1)CCCN2C(=O)C1CCCN(S(=O)(=O)c2ccc(Cl)s2)C1 (configuration not stated)	.	5	-8	-0.6	.	-0.3
22	Cc1cccc(/C=N/n2c(-c3ccncc3)n[nH]c2=S)c1	-1.4	-2	15	1.3	0.9	-0.6
23	Cc1nn(-c2cc(N3CCCCC3)ccc2[N+](=O)[O-])c(=O)c2ccccc12	-0.6	1	-1	-0.1	-0.7	-1.4
24	COc1ccc(-n2c(-c3ccc(Br)cc3)n[nH]c2=S)cc1	-1.0	1	18	-1.5	1.8	-1.2
25	Nc1ccn([C@@H]2O[C@H](CNCc3cnc(N4CCOCC4)s3)[C@@H](O)[C@H]2O)c(=O)n1	-0.8	2	6	1.6	1.4	-1.3
26	CC12CCC(C1)C(C)(C)C2NS(=O)(=O)c1ccc(F)cc1 (configuration not stated)	-1.4	2	1	0.2	-0.2	-1.4
27	COc1ccc(OC)c(NC(=O)C2C3C=CC(C3)C2C(=O)NCc2ccccn2)c1 (configuration not stated)	3.9	2	4	2.7	1.0	-1.5
28	COc1cccc(CN2C(=O)C(C)Oc3ccccc32)c1 (configuration not stated)	-0.7	0	-2	0.0	1.0	-1.3
29	O=C(Cn1c(=O)cnc2ccccc21)Nc1cccc(S(=O)(=O)N2CCCCC2)c1	-0.1	6	-7	-2.4	-1.1	-0.8
30	Cn1c(CN2CCOCC2)nnc1SCC(=O)NCCc1ccccc1	0.6	-2	0	1.2	-0.3	-0.2

cpd	SMARCA2 act	FXN GAA850 act	DAX1 inh-2	PLCb3 inh	hcDAF12 agonist
16	1	1.9	0.8	-5	0.2
17	-1	.	1.2	3	1.2
18	2	1.1	0.1	-29	1.3
19	-5	-2.8	-3.0	-3	-3.6
20	5	2.5	0.7	0	-1.3
21	-7	.	-1.5	-5	-0.7
22	-3	3.3	0.0	8	-1.5
23	3	1.1	0.3	5	0.2
24	-2	2.4	-1.1	-122	-2.5
25	-3	1.4	-0.5	-1	-0.7
26	-2	2.5	0.3	0	-1.6
27	-3	-0.9	-0.3	-10	-1.2
28	-1	1.4	0.0	-1	-1.4
29	-4	1.6	-1.2	-48	-2.2
30	8.2*	-0.4	0.2	2	-1.8

3 compounds already listed, sorted by molar mass, largest number first.
cpd	Compound	PG9 binder	NR1D1 modulator	sPLA2-III inh	hgDAF12 agonist	DAX1 inh-1	ssDAF12 agonist
16	O=c1[nH]c(CN2CCN(S(=O)(=O)c3cccs3)CC2)nc2c(Br)cc(Br)cc12	0.9	13	-6	0.0	-0.6	-1.6
21	COc1ccc2c(c1)CCCN2C(=O)C1CCCN(S(=O)(=O)c2ccc(Cl)s2)C1 (configuration not stated)	.	5	-8	-0.6	.	-0.3
27	COc1ccc(OC)c(NC(=O)C2C3C=CC(C3)C2C(=O)NCc2ccccn2)c1 (configuration not stated)	3.9	2	4	2.7	1.0	-1.5

cpd	SMARCA2 act	FXN GAA850 act	DAX1 inh-2	PLCb3 inh	hcDAF12 agonist
16	1	1.9	0.8	-5	0.2
21	-7	.	-1.5	-5	-0.7
27	-3	-0.9	-0.3	-10	-1.2

(more compounds)
cpd	Compound	PG9 binder	NR1D1 modulator	sPLA2-III inh	hgDAF12 agonist	DAX1 inh-1	ssDAF12 agonist
31	O=C(COc1ccccc1Cl)Nc1ccc(NC(=O)c2ccco2)cc1	0.1	6	2	-2.6	-0.9	-1.6
32	CCOC(=O)C1C(=O)CC(C)(O)C(C(=O)OCC)C1c1cc(Br)ccc1OC (configuration not stated)	-1.6	2	2	-0.8	0.6	-1.9
33	Cc1ccc(C(=O)Nc2ccc(S(=O)(=O)N3CCOCC3)cc2)cc1	-1.1	2	-11	2.2	0.6	-1.8
34	COCC(=O)N(c1ccc(C(C)C)cc1)C1C=CS(=O)(=O)C1 (configuration not stated)	-1.4	2	19*	-1.6	-0.6	-1.6
35	O=C(Nc1nnc(C2CC2)s1)c1ccc(Cl)nc1	0.4	-3	-1	9.8	0.9	-0.8
36	CCOC(=O)CN1C(=O)N[C@@H](c2ccco2)C(C(=O)OC)=C1C	0.4	-3	5	1.8	-0.4	-1.1
37	CCc1cccc(N(C(=O)c2csnn2)C(C(=O)NC(C)(C)C)c2ccncc2)c1 (configuration not stated)	-2.1	0	-2	1.7	-0.2	-0.7
38	N#CCSC1=Nc2ccccc2C2=NC(CCC(=O)N3CCN(c4ccccc4)CC3)C(=O)N12 (configuration not stated)	-2.5	-4	-10	1.1	-1.1	-0.4
39	CC(C)(C)S(=O)(=O)c1nc2ccccc2s1	-0.6	3	-2	-0.3	-1.0	-0.1
40	Cc1ccc(-c2cnc(SCC(=O)N3CCCc4ccccc43)n2C)cc1	-1.0	1	-1	1.6	0.1	-0.7
41	O=C(COC(=O)c1cccc(S(=O)(=O)N2CCc3ccccc32)c1)Nc1ncc(C(F)(F)F)cc1Cl	-1.0	3	6	0.7	-0.7	-0.8
42	COc1ccc(CNc2c(CO)cnc3c2cnn3C)cc1	2.4	4	2	-0.4	0.8	-0.7

cpd	SMARCA2 act	FXN GAA850 act	DAX1 inh-2	PLCb3 inh	hcDAF12 agonist
31	-1	1.5	0.0	-8	-1.4
32	-1	-5.4	-0.2	3	0.8
33	0	2.5	-0.7	6	0.1
34	-2	-1.3	0.6	-3	-1.4
35	2	1.3	2.8	-9	0.1
36	0	0.0	-0.3	-3	-0.2
37	-1	6.2	1.1	2	1.5
38	-1	-1.2	-0.5	-12	-0.1
39	-2	-2.1	0.5	0	-0.3
40	-1	0.2	0.5	-2	0.5
41	1	2.6	0.2	0	-1.1
42	1	1.1	0.4	-6	0.2

Entries above that have a thiophene ring, fused or not, in the order listed:
cpd	Compound	PG9 binder	NR1D1 modulator	sPLA2-III inh	hgDAF12 agonist	DAX1 inh-1	ssDAF12 agonist
3	CCCOc1cccc(/C=N/NC(=O)c2csc(C)c2C)c1	2.2	3	9	1.4	1.6	-0.7
10	Cc1nc(NCC(c2ccccc2)N(C)C)c2c(C)c(C)sc2n1 (configuration not stated)	0.9	3	1	-2.1	-0.2	-1.5
15	O=C(Nc1ccc(F)cc1)c1sccc1SCc1cccc(C(F)(F)F)c1	2.8	8	-11	2.5	0.9	-1.4
16	O=c1[nH]c(CN2CCN(S(=O)(=O)c3cccs3)CC2)nc2c(Br)cc(Br)cc12	0.9	13	-6	0.0	-0.6	-1.6
19	COc1cc(CC(=O)OCC(=O)Nc2sccc2C(N)=O)cc(OC)c1OC	0.8	0	3	-4.7	-4.5	-2.5
21	COc1ccc2c(c1)CCCN2C(=O)C1CCCN(S(=O)(=O)c2ccc(Cl)s2)C1 (configuration not stated)	.	5	-8	-0.6	.	-0.3

cpd	SMARCA2 act	FXN GAA850 act	DAX1 inh-2	PLCb3 inh	hcDAF12 agonist
3	13*	-0.2	0.1	5	-0.8
10	-3	-1.5	-0.5	-4	-2.2
15	-1	0.3	-0.4	-5	2.3
16	1	1.9	0.8	-5	0.2
19	-5	-2.8	-3.0	-3	-3.6
21	-7	.	-1.5	-5	-0.7
